# High-throughput results deposited in PubChem BioAssay by The Scripps Research Institute Molecular Screening Center.
# CHO-K1 Ca antag = counter-screen for M1 antagonists: effect in parental CHO-K1 cells | ATP-induced calcium, Fluo-8 fluorescence | inhibition, % at 3 µM | 0.6% of 360,000 active;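 active = inhibition above a per-plate cutoff, the plate's mean sample inhibition plus 3 SD, cut at about 24% in these data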;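 note: 0% = DMSO plus EC80 ATP and 100% = DMSO alone without ATP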
# TAAR1 antagonist = human TAAR1 antagonists, primary screen, Fluo-8 calcium fluorescence, CHO RD-HGA16 cells; 1.5% of 360,000 active; inhibition, % at 3 µM; Trace amine-associated receptor 1 (Homo sapiens), Q96RJ0; AID 624466, 2012; antagonist;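 active = inhibition above a per-plate cutoff, the mean inhibition of test compounds on that plate plus 3 SD, cut at about 49% in these data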;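 note: 0% = DMSO plus EC80 beta-PEA response and 100% = DMSO alone without agonist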
# Target sequence (Q96RJ0 whole entry, looked up): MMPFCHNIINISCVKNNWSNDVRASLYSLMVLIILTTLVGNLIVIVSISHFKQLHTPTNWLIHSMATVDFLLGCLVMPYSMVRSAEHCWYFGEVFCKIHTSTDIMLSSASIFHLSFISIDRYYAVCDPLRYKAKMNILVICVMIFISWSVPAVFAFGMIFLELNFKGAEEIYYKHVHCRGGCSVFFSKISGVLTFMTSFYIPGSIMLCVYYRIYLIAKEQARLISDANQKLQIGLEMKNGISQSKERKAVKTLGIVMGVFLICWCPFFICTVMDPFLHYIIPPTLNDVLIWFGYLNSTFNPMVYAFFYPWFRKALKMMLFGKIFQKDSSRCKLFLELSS
#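 Material: CHO RD-HGA16 cells bearing hTAAR1; compound dosing: one-point dosing, 3 µM nominal final; schedule: dye loading 75 min at 37 °C, then 30 min room temperature; measured by: calcium fluorescence with Fluo-8; control set: vehicle and agonist controls; replication: n of 1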
# TAAR1 agonist = human TAAR1 agonists, primary screen, Fluo-8 calcium fluorescence, CHO RD-HGA16 cells; activation, % at 3 µM; 0.99% of 360,000 active; vehicle wells 0%, saturating PEA agonist 100%; Trace amine-associated receptor 1 (Homo sapiens), Q96RJ0; AID 624467, 2012;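 active = activation above the mean activation of all test compounds in the run plus 3 SD, cut at about 38% in these data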
#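 Repeats: no replicates (n 1) | Material: CHO-derived RD-HGA16 cells with stable Gα16 and human TAAR1 | Technique: Kinetic Fluo-8 calcium fluorescence | Schedule: 17-24 h seeding, 75 min 37 °C dye, 30 min RT | Evaluation: % activation from peak over basal fluorescence ratio, DMSO-to-PEA scaled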
# CHRM1 antagonist = human M1 muscarinic receptor antagonists, primary screen, CHO-K1 cells, Fluo-8 calcium fluorescence, 1536-well; 1.3% of 360,000 active; inhibition, % at 3 µM; AID 588852, 2011; CHO-K1 hM1, ACh EC80 antagonist;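 active = percent inhibition above its own plate's cutoff, namely the mean of that plate's compound wells plus 3 SD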;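 note: peak over basal fluorescence ratio during 140 s after agonist addition; 0% = ACh EC80 plus DMSO and 100% = DMSO alone without agonist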
# Target sequence (P11229 whole entry, looked up): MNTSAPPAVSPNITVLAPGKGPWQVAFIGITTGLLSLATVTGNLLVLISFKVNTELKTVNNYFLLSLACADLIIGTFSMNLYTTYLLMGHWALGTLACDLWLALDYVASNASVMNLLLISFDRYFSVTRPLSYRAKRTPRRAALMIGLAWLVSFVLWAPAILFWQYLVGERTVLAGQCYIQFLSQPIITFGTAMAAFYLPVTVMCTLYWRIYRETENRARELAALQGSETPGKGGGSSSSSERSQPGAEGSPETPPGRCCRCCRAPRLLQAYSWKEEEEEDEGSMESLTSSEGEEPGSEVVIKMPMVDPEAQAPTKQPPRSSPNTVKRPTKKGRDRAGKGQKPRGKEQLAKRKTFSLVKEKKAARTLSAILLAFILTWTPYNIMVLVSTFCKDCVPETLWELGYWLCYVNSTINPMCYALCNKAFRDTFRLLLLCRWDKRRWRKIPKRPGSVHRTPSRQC
# CHO-K1 Ca PAM = nonselective calcium activators in parental CHO-K1 cells, primary screen, counter-screen for M1 PAM project, cell-based, Fluo-8 calcium fluorescence, full deck, 1536-well | activation, % at 3 µM | 0.02% of 360,000 active | AID 602247, 2012 | ATP EC20; 0% at ATP EC20, 100% at ATP max;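 active = activation above the run cutoff, the mean activation of all test compounds plus 3 SD, cut at about 40% in these data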;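 note: peak over basal fluorescence ratio in a 140 s read after ATP addition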
# CHRM1 PAM = human M1 muscarinic receptor positive allosteric modulators, primary screen, CHO-K1 cells, Fluo-8 calcium fluorescence, 1536-well; CHO-K1 hM1, ACh EC20; 0% = ACh EC20, 100% = maximal ACh; 0.088% of 360,000 active; Muscarinic acetylcholine receptor M1 (Homo sapiens), P11229; activation, % at 3 µM; in the data active = activation above about 19%, passing the limit was not always enough
# CHRM1 agonist = human M1 muscarinic receptor agonists, primary screen, Fluo-8 calcium fluorescence, CHO-K1 cells, HTS. CHO-K1 hM1, agonist mode; 0% DMSO, 100% acetylcholine EC100. 0.33% of 360,000 active. Muscarinic acetylcholine receptor M1 (Homo sapiens), P11229. activation, % at 3 µM;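 active = activation above the run's mean compound activation plus 3 SD, cut at about 16% in these data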;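 note: peak over basal fluorescence ratio within a 140 s kinetic read after compound addition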
# M1 ag parental = counter-screen for M1 agonists: effect in parental CHO-K1 cells; Fluo-8 calcium fluorescence; scaled to maximal ATP response, vehicle zero; activation, % at 3 µM; 0.48% of 360,000 active; AID 602248, 2012; in the data active = activation above about 15%;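 note: untransfected CHO-K1 host cells lacking M1 receptor as counterscreen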
# CHO parental Ca = ATP-evoked calcium signal inhibitors, parental CHO, primary screen, counter-screen for OX1R antagonist project, cell-based, fluorescence, Fluo-8 calcium dye | parental CHO-K1, ATP-induced calcium, Fluo-8 fluorescence | inhibition, % at 5.6 µM | 0.63% of 330,000 active | AID 463079, 2010;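 active = inhibition above that plate's mean sample inhibition plus 3 SD, cut at about 26% in these data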;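 note: 0% = ATP-challenged DMSO wells and 100% = DMSO wells without ATP; some compounds past the cut are filed as inactive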
#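 Assay system – parental CHO cells · Reagent – ATP stimulus · Detection – intracellular calcium via Fluo-8 no-wash fluorescent dye · Evaluation – percent inhibition of ATP-evoked calcium rise, normalized to controls · Controls – ATP wells versus no-ATP DMSO wells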
# Numbers without * were called inactive; · = no result given.
SMILES,CHO-K1 Ca antag,TAAR1 antagonist,TAAR1 agonist,CHRM1 antagonist,CHO-K1 Ca PAM,CHRM1 PAM,CHRM1 agonist,M1 ag parental,CHO parental Ca
CCCCCNC(=O)Cc1ccc(OC)cc1,-2,-3,3,-12,13,2,-4,-0.1,-19
CCOc1ccccc1/C=N/Nc1ccccc1[N+](=O)[O-],5,-2,22,-10,8,9,-5,12,-18
CCOC(=O)c1c(-c2ccccc2)oc2ccc(OCC(N)=O)cc12,-6,-2,10,-6,0,1,-4,0.7,·
CN(C1=C(N2CCOCC2)C(=O)c2ccccc2C1=O)c1ccccc1,-10,-1,10,-9,24,9,-6,-0.2,-26
CCOC(=O)N1CCN(c2cc(=O)n(-c3ccc(C)cc3)c(=O)[nH]2)CC1,-4,-30,1,-2,10,5,1,0.5,-4
CS(=O)(=O)N1CCC(C(=O)NCc2ccccc2)CC1,-15,-15,1,-9,1,12,-1,0.3,-5
CCN1CCN(C(=O)c2ccccc2N(Cc2ccccc2)S(C)(=O)=O)CC1,-7,12,11,-1,19,-2,-2,0.7,-6
CCOC(=O)c1cc(=O)n(-c2ccc(Cl)cc2C)[nH]1,-11,-4,8,-3,25,2,-6,0.3,-6
COc1ccc(C2=NN(CN3C(=O)C(=O)c4ccccc43)C(c3ccc(Br)cc3)C2)cc1 (stereo not given),-11,-17,5,-4,1,0,-3,0.1,-15
CCOC(=O)C(Cc1cc(C(C)=O)ccc1OC(C)C)C(=O)OCC,-8,-26,-1,-8,9,7,-4,0.3,-7
O=C(NCCCN1CCOCC1)c1ccc(Cl)s1,2,4,2,-3,9,14,-12,0.3,-3
Cc1cccc(OCC(=O)N/N=C/c2ccc(N(C)C)cc2)c1,6,3,1,5,-6,-2,-8,-0.3,-1
CCOc1ccc(S(=O)(=O)N2CCCCC2)cc1NS(=O)(=O)c1cccs1,-4,-8,12,0,25,3,-1,1.3,-7
COCCNC(=O)CCC1CCN(Cc2cccc(Oc3ccccc3)c2)CC1,12,0,1,13,-10,-10,-8,-0.1,-3
Cc1ccc2nc(NC(=O)CSc3nc(=O)n(CCCN(C)C)c4c3CCC4)sc2c1,-20,-51,3,8,7,-8,-7,1.9,-18
NCCCC[C@@H]1NC(=O)[C@H](CCC(=O)O)NC(=O)c2cc([N+](=O)[O-])cc(I)c2OCC[C@@H](C(N)=O)NC1=O,-12,·,·,-5,4,7,0,0.1,8
O=C(COC(=O)c1cc([N+](=O)[O-])ccc1N1CCCC1)Nc1ccccc1OC(F)F,0,29,2,1,-12,-7,-4,1.9,·
N#Cc1c2c(c(NCCCN3CCOCC3)n3c1nc1ccccc13)CCC2,7,-5,0,14,-4,-3,-5,0.1,5
CC(CC(=O)O)n1nnc2ccccc21 (stereo not given),-11,-18,2,-24,15,3,-2,0.5,-1
COc1ccccc1CN(C)C(=O)C(NC(=O)Cc1cccc2ccccc12)C(C)C (stereo not given),-11,20,10,-12,12,1,-2,5.7,-18

# Record cards (already shown).
# Listed for CN(C1=C(N2CCOCC2)C(=O)c2ccccc2C1=O)c1ccccc1 = CHO-K1 Ca antag = -10; TAAR1 antagonist = -1; TAAR1 agonist = 10; CHRM1 antagonist = -9; CHO-K1 Ca PAM = 24; CHRM1 PAM = 9; CHRM1 agonist = -6; M1 ag parental = -0.2; CHO parental Ca = -26
# Listed for COc1ccccc1CN(C)C(=O)C(NC(=O)Cc1cccc2ccccc12)C(C)C (stereo not given) = CHO-K1 Ca antag = -11; TAAR1 antagonist = 20; TAAR1 agonist = 10; CHRM1 antagonist = -12; CHO-K1 Ca PAM = 12; CHRM1 PAM = 1; CHRM1 agonist = -2; M1 ag parental = 5.7; CHO parental Ca = -18

# Additional records
SMILES,CHO-K1 Ca antag,TAAR1 antagonist,TAAR1 agonist,CHRM1 antagonist,CHO-K1 Ca PAM,CHRM1 PAM,CHRM1 agonist,M1 ag parental,CHO parental Ca
CN(Cc1ccco1)C(=O)Cn1nc(-c2ccc(Cl)cc2)ccc1=O,-4,-9,-1,-10,6,14,-2,0.5,0
Cc1ccc(-c2cc(C(F)F)n3ncc(C(=O)N4CCCCC4c4cccnc4)c3n2)cc1 (stereo not given),-6,-14,-2,-27,-13,11,-4,-0.3,-16
C[C@@H](C(=O)NCCc1c[nH]c2ccccc12)[C@H]1C[C@]1(C)[C@H](NC(=O)OCc1ccccc1)c1ccccc1,-7,24,5,0,7,-6,-4,-0.2,-17
COc1ccc(CNCCSc2nnnn2C)c(OC)c1OC,0,-16,5,7,-1,3,-7,-0.7,-10
CCc1ccc(N=C2NC(=O)/C(=C/c3ccc(OCC(=O)O)c(OC)c3)S2)cc1,0,-16,3,-3,-13,-2,-2,-0.1,·
Cc1ccc(CNC(=O)C2CCC(=O)N(CCc3ccc(Cl)cc3)C2)cc1 (stereo not given),0,-14,-2,9,-9,-3,-3,0.9,-28
CCc1ccc(NC(=O)c2ccccc2SC)cc1,-11,-2,0,-9,4,8,-2,1.0,-15
O=C(CCCN1C(=O)CCC1=O)Nc1ccc2c(c1)OCO2,0,3,7,6,-5,-7,1,-0.2,9
CCc1ccc(NC(=O)CSc2nnc(Cn3c(=O)sc4ccccc43)n2C)cc1,5,-4,-1,-15,5,3,-10,0.1,-9
Cc1ccc(-c2csc(C(O)c3ccc(F)cc3)n2)cc1C (stereo not given),-12,16,0,-12,23,6,-2,0.7,·
O=C(COC(=O)c1ccc2c(c1)C(=O)N(CCc1ccccc1)C2=O)Nc1ccc(OC(F)F)cc1,-1,15,13,-2,7,7,-3,0.5,-10
COc1ccc2nc(NN=C(C)c3ccccn3)cc(C)c2c1,-12,-12,0,-7,9,5,-3,-0.1,·
CC(C)n1c(SCC(=O)Nc2ccc(N3CCOCC3)cc2)nnc1-c1ccco1,-1,-11,6,-23,-4,17,0,-0.4,-12
COc1ccc(CCNC(=S)Nc2cccc(C)c2)cc1,-11,·,·,-11,5,-2,-6,0.2,-16
CC(=O)NC(C)(c1ccccc1)c1nc(-c2cccc(C#N)c2)cs1 (stereo not given),12,-11,-1,-1,-6,-2,-3,0.1,·
CC(=O)Nc1cccc(-c2csc(C(C)(O)c3cccc(F)c3)n2)c1 (stereo not given),-18,-8,3,-6,20,0,-1,7.3,·
CC(=O)C[C@H]1c2cc(C(F)(F)F)ccc2S(=O)(=O)N1c1ccccc1,-17,-12,-1,-1,-12,2,-5,-1.3,-15
COc1ccc(C(C)=O)cc1CS(=O)(=O)CC(=O)O,-1,0,5,2,-6,13,-1,0.1,-4
Cc1ccccc1N(CC(=O)NC1CCCCC1)C(=O)CCCC(=O)Nc1ccccn1,-5,-14,1,-7,6,8,-4,-0.3,-25
O=C(CSc1n[nH]c(-c2ccncc2)n1)Nc1ccc(Cl)c(Cl)c1,3,39,102*,-1,-1,10,9,7.1,2
CCOC(=O)c1cnc2c(C#N)c(C)nn2c1-c1ccccc1,6,0,1,-4,-1,3,-3,1.7,-13
CC1CN(C(=O)c2cc(S(=O)(=O)N(C)c3ccc(F)cc3)ccc2Cl)CC(C)O1 (stereo not given),9,-29,5,-5,1,-4,-1,0.1,0
O=C(NNC(=O)c1nc(Cl)ccc1Cl)c1ccc(F)cc1,5,-5,0,0,-24,1,-3,0.9,-13
COc1cc(C(O)P(=O)(OC2CCCCC2)c2ccc(N(C)C)cc2)cc(OC)c1OC (stereo not given),-5,10,17,8,13,-1,-5,0.1,-12
COC(=O)C1=C(C)NC(C)=C(C(=O)OCC2CCCO2)C1c1ccc(Cl)c([N+](=O)[O-])c1 (stereo not given),-3,18,-1,0,3,0,-4,1.7,-18
CC(=O)NCCn1c(SCc2cc(F)ccc2F)nc2ccccc2c1=O,-2,14,8,-9,15,9,-4,0.5,-9
Cc1ccc(-c2cc(C(=O)N/N=C/C=C/c3ccco3)c3ccccc3n2)cc1C,-9,-2,-1,-32,1,22*,6,-0.5,-27
O=C(OCC1OC(n2ncc(=O)[nH]c2=O)C(OC(=O)c2ccccc2)C1OC(=O)c1ccccc1)c1ccccc1 (stereo not given),-1,29,-1,5,5,-9,-7,1.2,-5
CC(=O)C1=C(O)C(=O)N(Cc2ccccc2)C1c1ccc(N(C)C)cc1 (stereo not given),8,14,1,-9,-6,6,-1,0.2,-8

# An excerpt from above in order of formula weight, falling:
SMILES,CHO-K1 Ca antag,TAAR1 antagonist,TAAR1 agonist,CHRM1 antagonist,CHO-K1 Ca PAM,CHRM1 PAM,CHRM1 agonist,M1 ag parental,CHO parental Ca
COC(=O)C1=C(C)NC(C)=C(C(=O)OCC2CCCO2)C1c1ccc(Cl)c([N+](=O)[O-])c1 (stereo not given),-3,18,-1,0,3,0,-4,1.7,-18
Cc1ccc(-c2cc(C(=O)N/N=C/C=C/c3ccco3)c3ccccc3n2)cc1C,-9,-2,-1,-32,1,22*,6,-0.5,-27
O=C(NNC(=O)c1nc(Cl)ccc1Cl)c1ccc(F)cc1,5,-5,0,0,-24,1,-3,0.9,-13

# Some of the entries so far, with tabs.
smiles	CHO-K1 Ca antag	TAAR1 antagonist	TAAR1 agonist	CHRM1 antagonist	CHO-K1 Ca PAM	CHRM1 PAM	CHRM1 agonist	M1 ag parental	CHO parental Ca
Cc1ccc(-c2cc(C(=O)N/N=C/C=C/c3ccco3)c3ccccc3n2)cc1C	-9	-2	-1	-32	1	22*	6	-0.5	-27
CCOC(=O)c1cnc2c(C#N)c(C)nn2c1-c1ccccc1	6	0	1	-4	-1	3	-3	1.7	-13
COC(=O)C1=C(C)NC(C)=C(C(=O)OCC2CCCO2)C1c1ccc(Cl)c([N+](=O)[O-])c1 (stereo not given)	-3	18	-1	0	3	0	-4	1.7	-18
CC1CN(C(=O)c2cc(S(=O)(=O)N(C)c3ccc(F)cc3)ccc2Cl)CC(C)O1 (stereo not given)	9	-29	5	-5	1	-4	-1	0.1	0
O=C(OCC1OC(n2ncc(=O)[nH]c2=O)C(OC(=O)c2ccccc2)C1OC(=O)c1ccccc1)c1ccccc1 (stereo not given)	-1	29	-1	5	5	-9	-7	1.2	-5
